Screens as filed in PubChem BioAssay.
ADAM17 inh: ADAM17 inhibitors, primary screen, biochemical, QFRET | 370,000 compounds, 0.83% hits | recombinant ADAM17, EDANS/DABCYL FRET peptide cleavage | inhibition, % at 6.95 µM | AID 720648, 2013;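 active = inhibition above the mean of compounds lying between control limits plus 3 SD, set per campaign, cut at about 8.5% in these data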;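 also: 0% = DMSO-only wells as the low control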
DDE Tn6 FP inh: inhibitors of Tn6 peptide binding to fibrin DD(E), primary screen, biochemical, fluorescence polarization, human fibrin, Tn6 probe; Fibrinogen beta chain (Homo sapiens), P02675; Fibrin DD(E) TRITC-Tn6 fluorescence polarization displacement; inhibition, % at 8.3 µM; 370,000 compounds, 0.21% hits;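 active = inhibition above a per-campaign cutoff: mean of compounds within control limits plus 3 SD, cut at about 15% in these data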;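 also: 0% = median of all compound wells on the plate and 100% = blocking peptide control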
Target sequence (P02675 whole entry, looked up): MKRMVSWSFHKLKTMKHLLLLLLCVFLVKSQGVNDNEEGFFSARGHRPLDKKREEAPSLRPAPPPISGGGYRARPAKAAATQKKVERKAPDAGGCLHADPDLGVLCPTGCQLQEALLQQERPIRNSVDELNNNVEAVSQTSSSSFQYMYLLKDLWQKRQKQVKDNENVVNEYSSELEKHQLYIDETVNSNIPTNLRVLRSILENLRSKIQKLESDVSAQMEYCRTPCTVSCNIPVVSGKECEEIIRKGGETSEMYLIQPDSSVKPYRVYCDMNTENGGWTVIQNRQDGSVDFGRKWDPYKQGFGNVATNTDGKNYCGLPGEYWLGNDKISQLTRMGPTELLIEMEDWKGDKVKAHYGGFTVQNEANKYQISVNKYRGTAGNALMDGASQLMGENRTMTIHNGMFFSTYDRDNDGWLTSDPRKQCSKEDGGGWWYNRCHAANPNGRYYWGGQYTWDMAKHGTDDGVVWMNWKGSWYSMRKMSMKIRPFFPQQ
KLK7 zymogen act: proKLK7 zymogen activators, primary screen, biochemical, fluorescence intensity. 370,000 compounds, 0.9% hits. AID 652039, 2013. activation, % at 7 µM. Kallikrein-7 (Homo sapiens), P49862. purified proKLK7, EDANS-DABCYL substrate fluorescence; 100% is mature enzyme control, 0% vehicle;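 active = activation above the mean of all tested compounds plus 3 SD, computed per campaign excluding outliers beyond control limits, cut at about 13% in these data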
LEDGF integ inh: blockers of LEDGF/p75-dependent integrase strand transfer – biochemical, TR-FRET, high throughput, primary screen. HIV-1 integrase (with human LEDGF/p75). TR-FRET IN-LEDGF/p75 DNA integration, Eu/Cy5. inhibition, % at 3.7 µM. 370,000 compounds, 0.64% hits. AID 743269, 2014;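 active = inhibition above the screen-wide mean plus 3 SD, cut at about 13% in these data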;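 also: signal is the Cy5 over europium emission ratio at 671 and 618 nm; 0% = plate median of compound wells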
DDE Tn7 FP inh: inhibitors of Tn7 peptide binding to fibrin DD(E), primary screen, biochemical, fluorescence polarization, human fibrin, Tn7 probe. FP displacement of FITC-Tn7 peptide from fibrin DD(E); 0% = median of compound wells per plate. 370,000 compounds, 0.13% hits. inhibition, % at 8.3 µM. AID 720508, 2013. Fibrinogen beta chain (Homo sapiens), P02675;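 active = inhibition above the mean of compounds falling within the control limits plus 3 SD of them, cut at about 14% in these data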;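 also: 0% = plate median of compound wells and 100% = 10 µM Aha-Tn7 peptide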
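Measure: % inhibition scaled between sample-field median and high-control FP; Test system: human fibrin DD(E); Quantity: 2 µM final DD(E) protein; Doses: one dose, 8.3 µM nominal; Schedule: compound with protein 10 min, then 3 h after probe, room temperature; Detection: fluorescence polarization; Medium: Tris buffer with calcium and detergent, pH 7.8.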
ASAP1 inh: inhibitors of human ASAP1 ArfGAP activity, primary screen, biochemical, fluorescence polarization. Arf-GAP with SH3 domain, ANK repeat and PH domain-containing protein 1 (Homo sapiens), …. ASAP1-stimulated ARF1 GTP hydrolysis, GDP FP detection. inhibition, % at 16.5 µM. 360,000 compounds, 0.19% hits. AID 624377, 2012; in the data active = inhibition above about 25%;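 also: 0% = vehicle with enzyme and substrate and 100% = no enzyme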
ARFGAP1 inhibitor: inhibitors of rat ARFGAP1 GAP activity, primary screen, biochemical, fluorescence polarization, GDP tracer; ADP-ribosylation factor GTPase-activating protein 1 (Rattus norvegicus), Q62848; Arfgap1-stimulated ARF1 GTP hydrolysis, GDP FP detection; inhibition, % at 16.5 µM; 360,000 compounds, 0.26% hits; AID 651572, 2012;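 active = inhibition above a per-plate limit, mean inhibition of low control wells plus 3 SD, cut at about 25% in these data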;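 also: 0% = DMSO wells with enzyme and 100% = wells lacking Arfgap1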
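system = rat Arfgap1 catalytic domain, aa 1-136 | technique = FP, GDP Alexa 633 tracer displaced from anti-GDP antibody, 620/688 nm | compound = one concentration, 16.5 µM, DMSO 1.26% | medium = HEPES-based buffer, pH 7.5 | timing = compound-enzyme preincubation 20 min, reaction 120 min, detection 60 min, 25 °C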
PLCg1 inh: PLC-gamma1 enzyme inhibitors, primary screen, biochemical, fluorescence, purified enzyme; 1-phosphatidylinositol 4,5-bisphosphate phosphodiesterase gamma-1 (Homo sapiens), P19174; fluorogenic substrate; inhibition, % at 12.2 µM; 370,000 compounds, 0.84% hits; in the data active = inhibition above about 9.5%
ADAM10 inh: human ADAM10 inhibitors, primary screen, biochemical, QFRET, HTS | Disintegrin and metalloproteinase domain-containing protein 10 (Homo sapiens), O14672 | recombinant ADAM10, EDANS/DABCYL FRET peptide cleavage, 3 h | inhibition, % at 7 µM | 370,000 compounds, 0.62% hits | AID 720582, 2013;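 active = inhibition above a per-campaign cutoff equal to the mean of compounds falling between control-based bounds plus 3 SD, cut at about 20% in these data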;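 also: 0% = DMSO wells while the 100% control is not disclosed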
Target sequence (O14672 214-748 limits assumed): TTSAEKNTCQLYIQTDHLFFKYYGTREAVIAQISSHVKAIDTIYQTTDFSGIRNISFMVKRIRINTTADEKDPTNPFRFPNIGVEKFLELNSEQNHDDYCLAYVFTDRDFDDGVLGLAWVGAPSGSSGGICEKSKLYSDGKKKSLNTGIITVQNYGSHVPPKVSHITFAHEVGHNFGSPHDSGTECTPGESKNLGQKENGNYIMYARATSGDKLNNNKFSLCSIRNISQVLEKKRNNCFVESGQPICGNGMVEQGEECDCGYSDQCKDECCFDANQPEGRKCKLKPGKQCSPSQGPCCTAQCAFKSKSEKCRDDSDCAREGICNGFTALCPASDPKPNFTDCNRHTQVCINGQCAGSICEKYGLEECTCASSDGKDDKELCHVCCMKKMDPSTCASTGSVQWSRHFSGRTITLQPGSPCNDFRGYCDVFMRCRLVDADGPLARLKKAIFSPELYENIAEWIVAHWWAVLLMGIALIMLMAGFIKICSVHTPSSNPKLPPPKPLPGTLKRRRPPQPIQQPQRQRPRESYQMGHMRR
TDP2 absorb: human TDP2 enzyme inhibitors, primary screen, biochemical, epi absorbance, recombinant enzyme; Tyrosyl-DNA phosphodiesterase 2 (Homo sapiens), O95551; T5PNP hydrolysis, p-nitrophenol absorbance 415 nm; inhibition, % at 12.8 µM; 370,000 compounds, 0.34% hits; AID 720702, 2013;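 active = inhibition above the mean of all tested compounds plus 3 SD, set per campaign, cut at about 25% in these data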;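 also: 0% = DMSO with enzyme and 100% = buffer with substrate but no TDP2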
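System – recombinant human TDP2 · Amount – 120 nM TDP2 per well · Buffer or medium – Mg2+-containing Tris-HCl buffer, pH 7.5 · Reagent – T5PNP substrate, 5 mM · Dosing – 12.8 µM single point, 1% DMSO · Incubation – 2 h at 37 °C · Measured by – epi absorbance · Read-out basis – percent inhibition · Benchmarks – high control without enzyme, low control DMSO plus TDP2 · Repeats – singlicate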
Starred values were filed as active, the others as inactive; x = not tested or not shown. Rows were taken by chance, and some 4.2% of all compounds hit somewhere here.

SMILES | ADAM17 inh | DDE Tn6 FP inh | KLK7 zymogen act | LEDGF integ inh | DDE Tn7 FP inh | ASAP1 inh | ARFGAP1 inhibitor | PLCg1 inh | ADAM10 inh | TDP2 absorb
Cc1cc(=O)oc2cc(NC(=O)C(C)Oc3ccccc3)ccc12 (stereo unspecified) | -47 | -2 | 0.7 | 4 | 3 | 4 | -14 | -30 | -182 | -4
CN(C)N(Cc1ccccc1)C(=O)C(O)(c1ccccc1)c1ccccc1 | 2 | 9 | -0.2 | 3 | -3 | -2 | -4 | 4 | 7 | -15
CC(C)N1C(=O)/C(=C/c2nc3ccccc3c(=O)n2-c2ccccc2)c2ccccc21 | -2 | 0 | -0.2 | 5 | 5 | -16 | 2 | 0 | 4 | 9
CCOc1ccc(/C=N/NC(=O)c2cc3c(OC)cccc3[nH]2)cc1 | -17 | 2 | -9.1 | 0 | 8 | 3 | 14 | -67 | -32 | 1
O=C1C=C(OCCF)CC(c2cccc(Cl)c2)O1 (stereo unspecified) | 1 | -10 | 0.3 | 4 | 3 | -1 | 8 | 3 | -2 | 6
Cc1nc2ccccc2c2oc(C(=O)N3CCN(C4CCCCC4)CC3)cc12 | 0 | -6 | -0.2 | -1 | 1 | 10 | 4 | -5 | -11 | -14
CCOC(=O)C1CCN(C(=O)CN(Cc2ccc(Cl)cc2)S(C)(=O)=O)CC1 | 1 | 0 | -0.2 | -3 | -1 | -22 | -6 | -1 | 3 | -4
COCC1CCN(C(=O)c2ccc3nc(Cc4cccc(Cl)c4)oc3c2)CC1 | 0 | 5 | 0.1 | 0 | 1 | -5 | -2 | -1 | 1 | -2
CC(C)c1ccc(S(=O)(=O)N2CCN(C(C)C(=O)NC3CCCC3)CC2)cc1 (stereo unspecified) | 0 | 1 | -0.5 | -3 | 4 | 1 | 1 | 1 | -12 | 0
CCCCCn1c(=O)[nH]c2cc(C(=O)N3CCN(c4ccccc4F)CC3)ccc2c1=O | 0 | 3 | 0.0 | -4 | -7 | -2 | 12 | -10 | 8 | -11
Cc1ccc(N2CCN(c3ccc(C)cc3)C2c2ccccn2)cc1 | -1 | 8 | -3.3 | -2 | 6 | -17 | -9 | -3 | -2 | 2
O=C(CN1C(=O)COc2ccccc21)N1CCc2ccccc2C1 | -3 | 0 | -0.1 | -1 | -7 | -1 | 0 | 3 | -1 | 16
COc1ccc(NC(=O)C2CCCN2S(=O)(=O)c2ccc3c(c2)CC(C)N3C(C)=O)cc1OC (stereo unspecified) | -6 | 2 | 0.0 | 3 | -7 | 4 | 0 | -1 | -10 | 7
CN1CCN(S(=O)(=O)c2ccc(Cc3ccc(S(=O)(=O)N4CCN(C)CC4)cc3)cc2)CC1 | 0 | 7 | -0.1 | 0 | 6 | -15 | -1 | 3 | -2 | 1
CC(C)C1C(=O)N(Cc2cn(CCC3OCCO3)nn2)CCS(=O)(=O)N1Cc1ccc(-c2ccccc2Cl)cc1 (stereo unspecified) | 6 | 8 | 0.0 | 2 | 6 | 8 | 9 | -2 | 4 | -1
COc1ccc(NC(=S)NCCSc2ccc(Cl)cc2)c(OC)c1 | 7 | 2 | -0.1 | 4 | -5 | -6 | 15 | 7 | 10 | -4
O=C(COC(=O)c1c(Cl)ccc(Cl)c1Cl)NCC1CCCO1 (stereo unspecified) | 0 | -8 | 0.7 | 2 | -3 | 2 | 13 | 3 | -13 | 4
O=C(CNC(=O)c1ccccc1)NCC(=O)OCc1ccc(Cl)cc1 | -1 | 2 | 0.5 | -4 | 0 | -10 | 12 | 1 | 7 | -2
C[C@]12C=CC(=O)C=C1CC[C@@H]1C2=CC[C@]2(C)[C@@H](C(=O)CN3CCN(c4cc(N5CCCC5)nc(N5CCCC5)n4)CC3)CC[C@@H]12 | -11 | 8 | -0.5 | -1 | 4 | -3 | -9 | -23 | -32 | 4
N#Cc1cc2c(nc1SCc1cccnc1)CCCC2 | -1 | -4 | -0.2 | 3 | -10 | 6 | 6 | 1 | 2 | -9
COC(=O)[C@]12C[C@H](CC(=O)N3CCN(C(=O)c4ccco4)CC3)C(=O)N(Cc3ccco3)C1=C[C@H](COCc1ccccc1)O[C@@H]2C | 2 | 0 | 0.2 | 9 | -3 | x | x | 2 | 0 | -5
CCOc1cc(NC(=S)NCCCN2CCOCC2)c(OCC)cc1NC(=O)c1ccco1 | -3 | 0 | 0.2 | -3 | 9 | 13 | -13 | -4 | 4 | 4
CC(Sc1nc(-c2ccc(F)cc2)cs1)C(=O)N1c2ccccc2CC1C (stereo unspecified) | 5 | -3 | 0.0 | 0 | 7 | 1 | -1 | 2 | 12 | -4
O=C(CSc1nnc(NC(=O)c2cccc(F)c2)s1)NCc1ccco1 | 8.6* | 4 | 0.3 | 5 | 6 | 1 | -5 | -3 | 7 | -8
O=C(CCc1ccccc1)N[C@H]1[C@H](OC(=O)c2ccco2)CCC[C@@]12C(=O)N(Cc1ccccc1)c1ccccc12 | 6 | 2 | 0.8 | 5 | 1 | x | x | 2 | 21* | 11

Some entries already given with just PLCg1 inh, KLK7 zymogen act and TDP2 absorb:
| Structure | PLCg1 inh | KLK7 zymogen act | TDP2 absorb |
| --- | --- | --- | --- |
| COc1ccc(NC(=S)NCCSc2ccc(Cl)cc2)c(OC)c1 | 7 | -0.1 | -4 |
| O=C(COC(=O)c1c(Cl)ccc(Cl)c1Cl)NCC1CCCO1 (stereo unspecified) | 3 | 0.7 | 4 |

Next compounds
SMILES | ADAM17 inh | DDE Tn6 FP inh | KLK7 zymogen act | LEDGF integ inh | DDE Tn7 FP inh | ASAP1 inh | ARFGAP1 inhibitor | PLCg1 inh | ADAM10 inh | TDP2 absorb
CN(C(=O)CC1C(=O)NCCN1Cc1ccoc1)C1CCOCC1 (stereo unspecified) | -1 | -1 | 0.2 | 1 | -9 | 0 | 5 | 3 | -2 | -11
CCCCn1nnnc1C1(C)CCC(=O)N1Cc1cccnc1 (stereo unspecified) | -3 | -7 | 0.5 | -2 | -7 | -4 | 15 | -1 | -18 | -2
Cc1ccc(-c2nn3c(C)nnc3s2)cc1NC(=O)c1ccco1 | 0 | 2 | 0.2 | -1 | 4 | -12 | -12 | 1 | -7 | 6
O=C(NCc1ccc(Cl)cc1)C1CCCN(S(=O)(=O)c2cnc[nH]2)C1 (stereo unspecified) | -2 | 1 | 0.0 | 2 | -7 | -1 | 2 | 3 | 0 | -6
Cc1ccc(NC(=O)CN2C(=O)N/C(=C/c3cc(C)n(-c4ccc(C(=O)O)cc4)c3C)C2=O)cc1 | -12 | 0 | 1.7 | 7 | -1 | -4 | 14 | -29 | -38 | 8
CC(C)CCn1c(SCC(=O)Nc2ccccc2C(F)(F)F)nc2nccnc2c1=O | 0 | -2 | -0.3 | 5 | -4 | 3 | -10 | 4 | -5 | -11
COCCn1c(=O)[nH]c2cc(C(=O)N3CCN(c4cccc(Cl)c4)CC3)ccc2c1=O | -2 | -5 | 0.3 | -10 | 2 | 5 | 8 | 4 | -12 | -8
CC1CCN(CCc2nc3cc(NC(=O)COc4ccc([N+](=O)[O-])cc4)ccc3n2C)CC1 | -1 | -1 | 0.3 | -12 | 2 | -4 | -1 | 3 | 0 | -5
O=C(c1ccccc1)c1coc2c1C(=O)c1ccccc1C2=O | -10 | -8 | -0.7 | -5 | 5 | 13 | 7 | 4 | -2 | 4
CCCc1c(C(=O)N/N=C/c2ccc(OC)c(OCc3ccccc3)c2)nnn1-c1nonc1N | 1 | -8 | -0.3 | 0 | -7 | 2 | -6 | 0 | 6 | 0
COc1ccccc1NC(=O)CSc1ccc2nnc(-c3ccc(C)cc3)n2n1 | 0 | 3 | 0.0 | -4 | 7 | 2 | -5 | -6 | -20 | 2
CCOC(=O)c1c(C)n(C)c2ccc(OCC(O)Cn3nc(C)c(Br)c3C)cc12 (stereo unspecified) | 8 | 1 | 1.0 | 2 | -4 | -2 | -3 | 9 | 15 | 0
O=C(CCCSc1nnc(Nc2ccccc2F)s1)N1CCOCC1 | -4 | -3 | -0.1 | -4 | 3 | 12 | 5 | -2 | 3 | -16
COc1ccc(NC(=O)CSc2nc(C)c3c(c2C#N)CCCC3)cc1 | -3 | 2 | 0.6 | -1 | -7 | 5 | 2 | 0 | -6 | -6
COc1ccc(Nc2nc(NCCCN3CCOCC3)nc(N)c2[N+](=O)[O-])cc1 | 1 | 0 | 0.6 | 3 | -7 | -6 | 7 | 7 | 7 | -9
COC(=O)C1Cc2c([nH]c3ccccc23)C(C)N1 (stereo unspecified) | -16 | -2 | 1.7 | 4 | 1 | -4 | -11 | -24 | -37 | 7
Cc1cccc(N2C(=O)c3ccc(C(=O)Nc4c[nH]c(=O)[nH]c4=O)cc3C2=O)c1 | -2 | -1 | 0.3 | 1 | 1 | -6 | -9 | 3 | 6 | -11
CCCCCCNCC1OCc2ccccc2CO1 | -3 | -6 | 0.5 | 1 | -1 | -13 | 3 | 0 | -4 | -5
COc1ccc(OC)c(/C=C/c2nc3ccccc3[nH]c2=O)c1 | -23 | -5 | -6.4 | -1 | -11 | 6 | -2 | -251 | -60 | 4
COc1cccc(CN2CCC(C(=O)NC(C)c3cccc4ccccc34)CC2)c1 (stereo unspecified) | -3 | 2 | 0.6 | -2 | 0 | -8 | -8 | 0 | -10 | 5
O=S(=O)(c1cccc(NC(=S)Nc2ccc(Br)cc2Cl)c1)N1CCOCC1 | 2 | -2 | 0.9 | -5 | 4 | 11 | -4 | 2 | -2 | 0
